Screening data (PubChem BioAssay)
TDP1 inh = inhibitors of human tyrosyl-DNA phosphodiesterase TDP1 | Q9NUW8 | recombinant TDP1, AlphaScreen DNA substrate cleavage | Potency, µM (titrated, usually from 130 µM), inactives show top-dose activity change, negative = inhibition, hits mostly inhibitors | actives 0.28% (n = 350,000); further: nearly all actives have a fitted effect of over 40% in size
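Signal: AlphaScreen proximity between streptavidin donor and anti-FITC acceptor beads on intact substrate. Reaction: Tdp1 1 nM, substrate 15 nM final, 5 min RT after 15 min compound preincubation.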
GCN5L2 inh = blocks human GCN5L2 histone acetyltransferase | GCN5L2 HAT assay, ThioGlo1 CoA-SH fluorescence | Potency, µM (titrated, usually from 58.9 µM), for inactives: top-dose activity change, negative = inhibition, hits mostly inhibitors | actives 0.21% (n = 390,000) | AID 504327
Target sequence (Q92830 whole entry, looked up): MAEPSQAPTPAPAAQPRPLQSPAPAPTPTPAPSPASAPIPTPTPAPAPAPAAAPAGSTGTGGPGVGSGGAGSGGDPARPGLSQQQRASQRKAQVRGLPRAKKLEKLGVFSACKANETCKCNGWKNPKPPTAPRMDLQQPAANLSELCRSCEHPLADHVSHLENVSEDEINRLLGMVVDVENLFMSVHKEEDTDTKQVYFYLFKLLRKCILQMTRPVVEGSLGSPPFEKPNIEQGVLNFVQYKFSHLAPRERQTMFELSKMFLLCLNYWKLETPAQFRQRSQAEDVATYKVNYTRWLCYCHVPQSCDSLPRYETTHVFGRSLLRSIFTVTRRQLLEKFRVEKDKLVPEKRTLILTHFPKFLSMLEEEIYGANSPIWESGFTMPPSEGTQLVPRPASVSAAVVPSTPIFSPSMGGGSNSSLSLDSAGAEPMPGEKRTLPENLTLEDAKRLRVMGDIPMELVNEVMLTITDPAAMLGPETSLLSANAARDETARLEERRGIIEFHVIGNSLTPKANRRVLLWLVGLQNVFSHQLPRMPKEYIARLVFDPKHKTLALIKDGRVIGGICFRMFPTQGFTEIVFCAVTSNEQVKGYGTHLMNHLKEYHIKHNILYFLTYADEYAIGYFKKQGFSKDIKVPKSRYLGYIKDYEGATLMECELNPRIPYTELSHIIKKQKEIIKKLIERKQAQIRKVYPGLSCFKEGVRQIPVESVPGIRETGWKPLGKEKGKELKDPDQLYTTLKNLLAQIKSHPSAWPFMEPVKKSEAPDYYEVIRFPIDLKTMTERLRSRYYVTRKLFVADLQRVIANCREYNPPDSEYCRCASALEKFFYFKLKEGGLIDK
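Compounds, pin-transferred from DMSO stocks, meet 20nM GCN5L2 for 15 min before the reaction begins with H3(1-25) peptide (75uM) and acetyl-CoA (70uM). Thiol-reactive ThioGlo1 reports CoA release over 20 min at room temperature.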
TDP1 cell noCPT = qHTS for Inhibitors of human tyrosyl-DNA phosphodiesterase 1 (TDP1): qHTS in cells in absence of CPT; Potency, µM (series often up to 46.2 µM), without a hit: at the top dose activity change, negative = growth inhibition, usual class: inhibitors; AID 686978, 2013; DT40 Tdp1-/- hTDP1 cells, no CPT, ATP luminescence, 48 h; actives 15% (n = 420,000); further: nearly all actives have a fitted effect of over 55% in size
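A cellular qHTS used chicken DT40 cells lacking endogenous Tdp1 but carrying stably transfected human TDP1. Compounds were applied without camptothecin, and cell growth kinetics were judged by ATP-dependent luminescence after ≥48 hr.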
An asterisk follows results filed as active; ? = inconclusive; . = not tested or not shown; & = joins results of further samples; [ ] = another dose, or the depositor's remark. The call rests on the fitted dose curve; in most records, active means well fitted curve in the direction sought with a large enough effect; inconclusive means small, poorly fitted or top-dose-only effect, or another doubt; inactive means no such curve, though single readings can be large; an effect the other way counts as inactive or inconclusive. On the % scale 0 is the no-effect control and ±100 the full control effect; potency means the concentration at half of the fitted maximal effect.

| Compound | TDP1 inh | TDP1 cell noCPT | GCN5L2 inh |
| --- | --- | --- | --- |
| CC1CCOC2(O1)C(=O)N(CN1CCN(c3ccccc3F)CC1)c1ccccc12 (stereo unspecified) | 2% | -9% | -1% |
| CN(C(=O)CSc1nnc2ccccn12)c1c(N)n(Cc2ccccc2)c(=O)[nH]c1=O | -1% | 0% | -8% |
| COc1ccc(NC(=O)c2ccc3c(c2)OCO3)cc1[N+](=O)[O-] | -6% | -5% | -5% |
| CN(C)Cc1c(C(=O)N/N=C/c2cccc(OCc3ccc(F)cc3)c2)nnn1-c1nonc1N | 0% | -11% | -5% |
| CCOc1ccc(CN(C)C(=O)CNC(=O)Cc2cccc3ccccc23)cc1 | 11% | 23µM* | -4% |
| CCOCCN1CCN(c2c(CC)c(C)nc3cc(-c4cc(OC)cc(OC)c4)nn23)CC1 | 2% | 15µM* | -20% |
| COc1ccc2nc3ccccc3nc2c1NC(=O)c1ccccc1Cl | . | ? | -5% |
| O=C(CCc1nc(-c2ccccc2)no1)NC1CCCCC1 | 0% | -17% | 1% |
| C=CCSC1=N/C(=C\c2ccsc2)C(=O)S1 | -4% | -11% | -7% |
| Cc1nc2c(c(C)nn2-c2ccccc2)c(C)c1CCC(=O)Nc1ccccc1 | 3% | -22% | -8% |
| CCCc1cc(=O)[nH]c(SCC(=O)Nc2nonc2C)n1 | -3% | -7% | -3% |
| O=C(c1noc2c1CCCCC2)N1CCN(c2cccc(C(F)(F)F)c2)CC1 | -5% | 16µM* | -4% |
| CCCCC1C2=C(CCCC2=O)OC2=C1C(=O)CCC2 | 2% | ? | -1% |
| Cc1cccc(C(=O)NC2C(=O)NNC2c2ccc(Cl)cc2)c1 (stereo unspecified) | 5% | ? | -3% |
| CCC(=O)NC(=S)Nc1ccc(NC(=O)c2cccc([N+](=O)[O-])c2C)cc1 | 0% | ? | 0% |
| Cn1ncc2c(N3CCN(c4cccc(Cl)c4)CC3)ncnc21 | 0% | 5.8µM* | -2% |
| COC(=O)c1c(NC(=O)CN2C(=O)c3ccccc3C2=O)sc(Cc2ccc3c(c2)OCO3)c1C | -1% | 4% | -2% |
| O=C(O)C1CCN(C(=O)COc2ccc3c(c2)oc(=O)c2ccccc23)CC1 | . | 2% | -7% |
| COCCNC(=O)C1CCN(S(=O)(=O)c2ccc3c(c2)OCCO3)CC1 | 1% | 2% | 2% |
| CCC(=O)Nc1ccc(Cl)c(NC(=S)NC(=O)c2cc3ccccc3o2)c1 | 5% | 5% | 15% |
| O=C(CSc1nc2ccccc2c(=O)n1CC1CCCO1)NCCc1ccccc1 (stereo unspecified) | 0% | -2% | -15% |
| CCCn1c(C)cc(C(=O)COC(=O)c2nccnc2N)c1C | 5% | -29% | -16% |
| Cc1oc(-c2ccc(Cl)cc2)nc1CN1CCC(C(=O)NCc2ccco2)CC1 | 1% | ? | -6% |
| COc1ccc(OC)c(S(=O)(=O)Nc2ccccc2C)c1 | 2% | -5% | 4% |
| CCCCNC(=O)Nc1ccccc1C(=O)Nc1ccc(OC)cc1 | 4% | ? | -4%[0.501 µM] |
| O=C(/C=C/c1c(Cl)cccc1Cl)NCc1ccco1 | 1% | 5.8µM* | 1% |
| COc1ccccc1CNc1nc(-c2ccc3c(c2)OCO3)nc2ccccc12 | . | ? | -17% |
| Cc1cccc(NC(c2cccc(Cl)c2)c2ccc3cccnc3c2O)n1 (stereo unspecified) | . | 5.2µM* | 0% |
| O=C(/C=C/c1cccc([N+](=O)[O-])c1)N1CCN(Cc2ccc3c(c2)OCO3)CC1 | 0% | ? | -2% |
| Cc1nnc2sc(SCC(=O)Nc3ccc(Cl)cc3)nn2c1=O | 7% | ? | 0% |
| Cc1c(N/N=C(\C#N)C(=O)c2ccc(Cl)cc2)c(=O)n(-c2ccccc2)n1C | -3% | 3.7µM* | 4% |
| O=C(COC(=O)C1CC2C=CC1C2)Nc1ccccc1 (stereo unspecified) | 2% | -6% | -2% |
| CC1Cc2ccccc2N1C(=O)CSc1nnc(CNc2ccccc2)o1 (stereo unspecified) | 2% | ? | -16% |
| CCc1nc(SCC(=O)N2CCCCC2)c2c(=O)n(C)c(=O)n(C)c2n1 | 5% | -13% | -1% |
| CCOc1ccc(C(=O)Nc2cccc3nsnc23)cc1[N+](=O)[O-] | 3% | -18% | -6% |
| CC(OC(=O)CCc1nc2ccccc2[nH]c1=O)c1ccccc1 (stereo unspecified) | -1% | -6% | 1% |
| Cc1cc(C)cc(N=Cc2ccc([N+](=O)[O-])s2)c1 | 0% | 2.6µM* | -9% |
| CC(Sc1nnc(C(F)(F)F)n1C)C(=O)Nc1ccc(S(N)(=O)=O)cc1 (stereo unspecified) | 3% | 17% | -3% |
| CCc1ccc(OCC(O)CN2CCN(c3ccccn3)CC2)cc1 (stereo unspecified) | . | 13% | -23% |
| Cc1cccc(OC(C)C(=O)Nc2ccc(N3CCCCC3)cc2)c1 (stereo unspecified) | -3% | -22% | 2% |
| Cc1ccc2nc(/C(C#N)=C/c3ccc(O)c(O)c3)[nH]c2c1 | 8% | 18µM* | -3% |
| COc1ccc(OCC(=O)N/N=C2\CCc3ccccc32)cc1 | -1% | -20% | -2% |
| Cc1nc(-c2ccccc2)sc1CCNC(=O)C(=O)Nc1ccc2c(c1)OCO2 | 8% | . | -7% |
| COc1ccccc1C(=O)NC1(C(F)(F)F)C(=O)Nc2c1c(=O)[nH]c(=O)n2-c1ccccc1 (stereo unspecified) | -2% | -6% | 0% |
| CCCCNCCCOc1cc(Cl)ccc1Cl | 1% | ? | 0% |
| CCOC(=O)N1CCC(NS(=O)(=O)c2cc(C(=O)OC)n(C)c2)CC1 | . | -7% | -4% |
| CC(C(=O)Nc1ccc(O)c(C(=O)O)c1)N1C(=O)/C(=C/c2cccs2)SC1=S (stereo unspecified) | 9% | ? | -20% |
| CC(=O)Nc1ccc(S(=O)(=O)NC2(C(F)(F)F)C(=O)Nc3c2c(=O)[nH]c(=O)n3Cc2ccco2)cc1 (stereo unspecified) | 5% | 8% | -2% |
| COc1ccccc1/C=N/NC(=O)CSc1ccc2ccccc2n1 | . | ? | -27% |
| O=[N+]([O-])c1nn(-c2ccccc2)n(O)c1=NC1CCN(Cc2ccccc2)CC1 | 0% | 9.2µM* | -9% |
| COc1ccc(N(Cc2cccs2)C(=O)COc2ccc([N+](=O)[O-])cc2)cc1 | 2% | 26µM* | -9% |
| O=C(c1ccccc1)N1N=C(c2cccs2)CC1c1ccccc1O (stereo unspecified) | 4% | ? | -3% |
| Cc1ccc(Cn2cccc(-c3nc4ccccc4s3)c2=O)cc1 | . | -27% | 1% |
| CCCc1nnc(SCCSc2nnc(CCC)n2N)n1N | -2% | -18% | -2% |
| CCOC(=O)c1scc(-c2ccc(C)cc2)c1S(=O)(=O)Nc1cc(OC)ccc1OC | 1% | 3.7µM* | -4% |
| Cc1nc2ccc(S(=O)(=O)NCC(=O)O)cc2s1 | 7% | -26% | -9% |

The list goes on.
| Compound | TDP1 inh | TDP1 cell noCPT | GCN5L2 inh |
| --- | --- | --- | --- |
| CCc1cccc(C)c1NC(=O)Cn1c(NCCO)nc2ccccc21 | 2% | -1% | 1% |
| CSc1ncc(C(=O)N2CCN(c3cc(C)ccc3C)CC2)c(C)n1 | -1% | ? | -14% |
| CN(C)S(=O)(=O)c1cccc(C(=O)OCC(=O)c2c(N)n(C)c(=O)n(C)c2=O)c1 | 5% | -4% | 0% |
| Cc1ccc(NC(=O)C2CCCN(S(=O)(=O)c3ccc(F)cc3)C2)cc1 (stereo unspecified) | -5% | 16µM* | -5% |
| Cc1nn(-c2cc(N3CCOCC3)ccc2N)c(=O)c2ccccc12 | 9% | -1% | -8% |
| Cc1ccc2c(c1)-c1c(cnn1CC(=O)N1CCN(c3ccccc3F)CC1)CO2 | -1% | ? | -1% |
| CCN(CC)S(=O)(=O)c1ccc(N2CCN(c3ccccc3O)CC2)nc1 | . | 21µM* | -6% |
| COc1cc(CNCc2c[nH]c3ccccc23)cc(OC)c1 | 1% | 9.2µM* | -3% |
| O=c1ccc(-c2ccc(S(=O)(=O)N3CCCCC3)o2)n[nH]1 | 1% | -5% | -5% |
| FC(F)(F)c1nc2ccccc2[nH]1 | 2% | -27% | 0% |
| C/C(=N\NC(=O)C1CCCN(S(=O)(=O)c2ccccc2)C1)c1ccncc1 (stereo unspecified) | 5% | -16% | -10% |
| CCOC(=O)c1c(C)n(CCO)c2ccc(O)cc12 | 3% | -12% | . |
| O=C(Nc1cccc(F)c1)N1CCC2(CC1)CCN(C(=O)c1cnccn1)CC2 | . | -24% | -9% |
| CCCN1CCC(NC(=O)C2CC=CCC2C(=O)O)CC1 (stereo unspecified) | 6% | 25% | 1% |
| Cc1noc(NS(=O)(=O)c2cccc3c(N(C)C)cccc23)c1C | -4%[56.1 µM] | -10% | ? |
| O=C(O)c1ccccc1NS(=O)(=O)c1cccc2nsnc12 | 3% | 20% | 4% |
| Cc1ccc(OCC(=O)N/N=C/c2c[nH]c3ccccc23)c([N+](=O)[O-])c1 | -5% | ? | -8% |
| Cc1ccccc1C(=O)NCCNC(=O)c1ccccn1 | 5%[0.0935 µM] | ? | 3% |
| CCOC(=O)C1CCN(c2nc3c(S(=O)(=O)c4ccccc4)nnn3c3ccc(Cl)cc23)CC1 | 1% | 15µM* | -14% |
| COc1ccc(-c2nc(C#N)c(N3CCC(C(N)=O)CC3)o2)cc1 | 4% | -24%&2% | -7% |
| CC(=O)OC1CC[C@]2(C)C(=CCC3C4CCC(C(C)CCCC(C)C)[C@]4(C)CCC32)C1 (stereo partly specified) | 12%[56.1 µM] | 21% | -4% |
| N#Cc1ccccc1Sc1ccccc1C(=O)OCc1nnc(-c2ccccc2)o1 | 2% | ? | -5% |
| Cc1ccc(CNC(=O)Cn2cc(C(F)(F)F)ccc2=O)cc1 | -2% | -6% | -2% |
| CC(C)c1ccc(/C=C/C(=O)Nc2nncs2)cc1 | 6% | 13µM* | 3% |

Shown with each value named: 4 of the compounds above
Structure: Cc1ccccc1C(=O)NCCNC(=O)c1ccccn1
- TDP1 inh: 5%[0.0935 µM]
- TDP1 cell noCPT: ?
- GCN5L2 inh: 3%
Structure: CCOC(=O)C1CCN(c2nc3c(S(=O)(=O)c4ccccc4)nnn3c3ccc(Cl)cc23)CC1
- TDP1 inh: 1%
- TDP1 cell noCPT: 15µM*
- GCN5L2 inh: -14%
Structure: COc1ccc(-c2nc(C#N)c(N3CCC(C(N)=O)CC3)o2)cc1
- TDP1 inh: 4%
- TDP1 cell noCPT: -24%&2%
- GCN5L2 inh: -7%
Structure: CC(=O)OC1CC[C@]2(C)C(=CCC3C4CCC(C(C)CCCC(C)C)[C@]4(C)CCC32)C1 (stereo partly specified)
- TDP1 inh: 12%[56.1 µM]
- TDP1 cell noCPT: 21%
- GCN5L2 inh: -4%

(more compounds)
| Compound | TDP1 inh | TDP1 cell noCPT | GCN5L2 inh |
| --- | --- | --- | --- |
| Cc1ccc(Cl)c(OCCN2CCc3ccccc3C2)c1 | 5% | 23µM* | 0% |
| Cc1cc(OCCn2cnc3ccccc3c2=O)cc(C(C)C)c1 | -1% | ? | 1% |
| N/C(=N\OC(=O)CCCCCN1C(=O)c2ccccc2C1=O)c1ccccc1 | -5% | 1% | -25% |
| Cc1csc(NC(=O)C2CCCN2C(=O)OCC(C)C)n1 (stereo unspecified) | 5% | ? | -8% |
| Clc1cccc(N2CCN(c3nnnn3-c3ccccc3)CC2)c1 | 0% | -3% | -1% |
| COc1ccc(C(C)NC(=O)CN(c2cc(OC)ccc2OC)S(=O)(=O)c2ccccc2)cc1 (stereo unspecified) | 5% | ? | -12% |
| CCOC(=O)NC(=O)CSc1nnnn1-c1ccc(C)cc1 | 2% | -7% | -16% |
| COC(=O)c1ccc(C)c(NC(=O)Cn2cnc3ccccc3c2=O)c1 | 2% | 4% | -3% |
| O=C(Nc1ccc(Br)cc1)c1ccc(N2C(=O)C3CC=CCC3C2=O)cc1 (stereo unspecified) | 3% | ? | 0% |
| O=C(NCc1ccccc1)C1CCC(CNc2c(N3CCCCC3)c(=O)c2=O)CC1 (stereo unspecified) | -1% | -10% | 1% |
| CCOC(=O)c1sc(NC(=O)c2cccc(S(=O)(=O)N(CC)CC)c2)cc1C | 6% | 4.6µM* | 0% |
| O=c1[nH]c(Nc2ccc3c(c2)OCCO3)nnc1Cc1ccccc1 | 1% | ? | 1% |
| CCOc1cc(N2CCOCC2)c(OCC)cc1NC(=O)C1=NN(c2cccc(C)c2)C(=O)CC1 | -3% | ? | -3% |
| COc1ccc(-c2cn(Cc3ccc([N+](=O)[O-])cc3)nn2)cc1 | . | ? | -3% |
| O=C(Nc1ccc(OCC(=O)N2CCOCC2)cc1)c1cncc(Br)c1 | 3% | ? | -4% |

A portion of the library; rates above refer to the full screens.
